Source: PubChem
DNA FID counter: compounds displacing fluorescent DNA intercalator, primary screen, artefact control for HCV NS3 helicase inhibitor project, biochemical, FID fluorescence; DNA fluorescent intercalator displacement; inhibition, % at 7.9 µM; actives 0.17% (n = 290,000); AID 1845, 2009; in the data active = inhibition above about 37%;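 note: 0% = vehicle and 100% = reference compound; higher means more ethidium bromide displaced from hairpin DNA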
GalR3 antag: GalR3 antagonists in HEK293 cells, primary screen, cell-based, fluorescence readout; inhibition, % at 3 µM; Galanin receptor type 3 (Homo sapiens), O60755; HEK293 GalR3-CNG cAMP membrane potential fluorescence; galR3 body fused to GalR1 C-terminus; actives 0.44% (n = 360,000);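 active = inhibition above the screen-wide average plus 3 SD, cut at about 13% in these data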;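 note: forskolin and galanin both at EC90 stimulate the cells; cAMP rise reported by CNG channel membrane potential dye signal; 0% = forskolin plus galanin with DMSO and 100% = forskolin alone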
Target sequence (O60755 1-299 limits assumed): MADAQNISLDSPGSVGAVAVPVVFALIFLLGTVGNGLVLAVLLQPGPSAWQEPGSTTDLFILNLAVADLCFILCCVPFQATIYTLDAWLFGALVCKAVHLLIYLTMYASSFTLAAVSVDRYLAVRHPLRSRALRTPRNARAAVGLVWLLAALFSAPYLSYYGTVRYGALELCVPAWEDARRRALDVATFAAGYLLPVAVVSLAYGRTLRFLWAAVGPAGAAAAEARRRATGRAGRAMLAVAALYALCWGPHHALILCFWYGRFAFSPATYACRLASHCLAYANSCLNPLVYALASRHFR
NS3 helicase inh: inhibitors of HCV NS3 helicase, primary screen, biochemical, Cy5 molecular beacon fluorescence; Hepatitis C virus NS3 helicase; AID 1800, 2009; actives 0.56% (n = 290,000); NS3 helicase DNA unwinding; inhibition, % at 10.9 µM;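 active = inhibition above the mean of all tested compounds plus 3 SD, set per campaign, cut at about 35% in these data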;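 note: 0% = DMSO wells and 100% = thioflavine S control wells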
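Assay system – hepatitis C virus NS3 helicase domain fragment enzyme · Buffer or medium – MOPS pH 6.5, MgCl2, DTT, Tween20, BSA · Reagent – Cy5/quencher beacon DNA duplex and ATP to start · Compound – single 10.9 µM dose · Timing – 1 h at 25 °C · Technique – Cy5 beacon fluorescence read at start and 1 h · Measure – % inhibition of unwinding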
OXTR agonist: human OXTR agonists, primary screen, fluorescence, CHO-OTR cells, Fluo-8 calcium; Oxytocin receptor (Homo sapiens), P30559; Fluo-8 calcium fluorescence; normalized: DMSO 0%, oxytocin 100%; activation, % at 3 µM; actives 0.32% (n = 320,000); AID 2435, 2010;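 active = activation above the mean of all tested compounds plus 3 SD, cutoff set per screening run, cut at about 20% in these data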;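 note: peak over basal fluorescence ratio from a 100 s FLIPR kinetic read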
Target sequence (P30559 whole entry, looked up): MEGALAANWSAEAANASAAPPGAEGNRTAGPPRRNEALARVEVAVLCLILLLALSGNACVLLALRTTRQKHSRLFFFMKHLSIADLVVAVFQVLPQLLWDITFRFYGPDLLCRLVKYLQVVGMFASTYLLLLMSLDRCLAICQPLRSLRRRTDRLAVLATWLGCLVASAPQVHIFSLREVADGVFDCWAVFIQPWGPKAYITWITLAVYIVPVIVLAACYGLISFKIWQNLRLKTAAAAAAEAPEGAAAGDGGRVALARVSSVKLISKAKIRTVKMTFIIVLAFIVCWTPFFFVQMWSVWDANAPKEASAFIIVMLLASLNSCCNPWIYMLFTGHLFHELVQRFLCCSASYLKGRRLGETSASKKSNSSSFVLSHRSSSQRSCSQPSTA
PHOSPHO1 inh: PubChem AID 1565; Phosphoethanolamine/phosphocholine phosphatase (Homo sapiens), Q8TCT1; inhibition, % at 13.3 µM; actives 1.1% (n = 290,000); recombinant PHOSPHO1, absorbance phosphatase assay; in the data active = inhibition above about 60%
Target sequence (Q8TCT1 whole entry, looked up): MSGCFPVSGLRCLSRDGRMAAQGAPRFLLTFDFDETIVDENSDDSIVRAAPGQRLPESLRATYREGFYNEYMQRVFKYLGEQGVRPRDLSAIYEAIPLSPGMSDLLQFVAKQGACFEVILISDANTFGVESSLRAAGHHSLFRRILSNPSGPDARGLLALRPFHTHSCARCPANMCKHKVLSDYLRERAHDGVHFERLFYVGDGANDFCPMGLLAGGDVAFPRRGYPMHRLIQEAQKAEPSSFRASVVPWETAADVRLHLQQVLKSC
V1aR counter: agonists of human V1a receptor, primary screen, counter-screen for OXTR agonist project, fluorescence, CHO-V1R cells | Fluo-8 calcium fluorescence, agonist mode; 0% DMSO, 100% 3 nM vasopressin | activation, % at 3 µM | actives 0.25% (n = 320,000);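 active = activation above the mean activation of all tested compounds plus 3 SD, per screening run, cut at about 20% in these data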;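 note: signal is peak over basal fluorescence ratio across a 100 second FLIPR read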
GPR7 antag: GPR7 receptor antagonists, primary screen, cell-based, fluorescence, single concentration. AID 1861, 2009. GPR7-expressing cells, fluorescence antagonist assay. actives 1.1% (n = 290,000). inhibition, % at 4.4 µM. Neuropeptides B/W receptor type 1 (Homo sapiens), P48145; in the data active = inhibition above about 16%, passing the limit was not always enough;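 note: cells stimulated with the agonist NPW; 0% = agonist with vehicle and 100% = vehicle without agonist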
IMP-1 inhibitor: IMP-1 metallo-beta-lactamase inhibitors, primary screen, biochemical, epi-absorbance readout, Pseudomonas aeruginosa enzyme. metallo-beta-lactamase IMP-1 (Pseudomonas aeruginosa). purified IMP-1, nitrocefin hydrolysis, epi-absorbance fluorescence. inhibition, % at 5.6 µM. actives 0.45% (n = 290,000);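 active = inhibition above the mean plus 3 SD of all compounds in the same screening run, cut at about 4.5% in these data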;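 note: 0% = IMP-1 with DMSO and 100% = DMSO wells lacking enzyme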
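System: purified IMP-1 / Input: IMP-1 dispensed at 0.2 nM / Medium: 50 mM HEPES pH 7.1, 50 µM ZnSO4, 0.05% Brij 35 / Timing: 15 min enzyme–compound preincubation, then 25 min nitrocefin reaction, 25 °C / Technique: plate fluorescence quenching by hydrolysis product, ex 480/em 530 nm / Repeats: singlicate testing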
VIM-2 inhibitor: VIM-2 metallo-beta-lactamase inhibitors, primary screen, biochemical, epi-absorbance readout, Pseudomonas aeruginosa enzyme; purified VIM-2, nitrocefin hydrolysis, epi-absorbance fluorescence; inhibition, % at 5.6 µM; actives 0.89% (n = 290,000); AID 1527, 2009;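 active = inhibition above the mean of all tested compounds plus 3 SD, cutoff set per screening run, cut at about 7.5% in these data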;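 note: red hydrolysis product quenches plate fluorescence so inhibitors raise well fluorescence; 0% = enzyme with DMSO and 100% = DMSO without enzyme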
* hit, by the source's call; x = no result given.

molecule	DNA FID counter	GalR3 antag	NS3 helicase inh	OXTR agonist	PHOSPHO1 inh	V1aR counter	GPR7 antag	IMP-1 inhibitor	VIM-2 inhibitor
Cc1cccc(Nc2nc3c(c(=O)n(C)c(=O)n3C)n2CC(O)CO)c1 (stereo unspecified)	-13.5	-2.7	-0.7	-1.9	44.0	-0.7	3.9	-1.6	-1.8
CCCOc1ccc(N2C(=O)CC(SCCN)C2=O)cc1 (stereo unspecified)	0.0	-6.3	7.8	-0.8	31.3	-0.4	-5.3	-0.3	-0.8
O=C(Nc1nccs1)c1ccc(S(=O)(=O)NCc2cccs2)cc1	-7.2	-6.6	-7.3	13.0	12.7	10.6	3.7	-5.2	-3.3
CCOc1ccc(/C=N/n2c(C)nc3ccccc3c2=O)cc1	-12.6	x	4.7	-1.5	29.2	0.7	-8.6	-0.9	-3.4
COC(=O)c1ccc(-c2ncc(-c3cccc4ccccc34)o2)cc1	1.0	-3.3	0.1	0.3	-3.3	-0.1	-13.0	-4.0	-2.4
Cc1cc2ccccn2c1C(=O)c1nc(NCc2ccco2)ncc1Cl	-10.8	-4.7	4.4	-1.9	11.9	-0.6	5.8	-1.4	-4.3
CCOc1c(Cl)cc(C(=O)Nc2ccccc2-c2ccccc2)cc1Cl	2.6	-1.7	2.4	-0.3	41.9	0.1	-11.1	-1.4	-1.9
COc1ccc2c(c1)CC/C(=C/c1ccncc1)C2=O	-10.9	x	4.5	1.1	-17.4	4.4	-4.7	-2.1	-1.2
C=CCNC(=O)Cn1nnc(-c2ccc(-c3ccc(OC)cc3)cc2)n1	-2.0	-10.7	19.8	0.9	39.1	0.9	15.3	0.1	-0.6
Cc1ccc(CNC(=O)C2CCN(C(=O)Nc3ccccc3)CC2)cc1	-20.3	-9.4	-11.6	-0.9	35.0	1.0	-1.5	-3.2	-5.2

(list continues)
molecule	DNA FID counter	GalR3 antag	NS3 helicase inh	OXTR agonist	PHOSPHO1 inh	V1aR counter	GPR7 antag	IMP-1 inhibitor	VIM-2 inhibitor
COC(=O)C1CCN(c2ccc([N+](=O)[O-])cc2)CC1	-2.4	-4.0	-4.8	0.5	-29.0	1.4	-3.5	-5.0	-3.3
CS(=O)c1ccccc1COC(=O)Nc1ccccc1 (stereo unspecified)	-2.0	x	1.3	0.8	20.3	0.6	-14.3	-2.0	-1.2
Cc1ccc(Cn2c(C)c3cnn(CC(=O)NCc4ccccn4)c(=O)c3c2C)cc1	-39.9	x	8.2	-1.0	12.3	1.3	-8.8	-5.8	-4.8
Cc1nn(C)cc1CNC(=O)CCC(=O)O	-2.4	0.2	2.0	0.0	44.0	-0.5	-4.4	-2.1	-2.4
CCC1(C)Cc2ccccc2C(=O)N1 (stereo unspecified)	-0.8	-3.6	-3.9	0.7	28.1	-1.6	-3.9	-1.8	-2.7
C/C(=N\Nc1ccc([N+](=O)[O-])cc1[N+](=O)[O-])c1ccc(-n2nncc2C(C)(C)C)cc1	1.5	0.1	-5.8	0.9	-11.1	0.3	-0.2	-1.9	-1.9
C=CCn1c(NCc2ccccc2O)nc2ccccc21	3.3	-9.1	0.8	1.6	20.1	0.7	-0.3	-1.8	-0.2
CN(c1ccc(OCc2ccc([N+](=O)[O-])cc2)cc1)S(=O)(=O)c1ccccc1	-3.3	-2.4	-13.1	10.2	17.4	5.6	18.2	-1.8	1.2
CCN1C(=O)N(S(=O)(=O)C(F)(F)F)[C@@H](c2ccccc2)C(C(=O)OC)=C1C	x	-12.4	x	-2.6	17.7	-0.3	x	x	x
CC(C)c1c(O)nc(SCCN2CCOCC2)[nH]c1=O	0.5	3.8	-11.7	-1.0	25.3	0.6	-0.3	-2.8	-1.9

Reformatted with two lines to a compound: entries from further up
Each structure is followed by: DNA FID counter | GalR3 antag | NS3 helicase inh | OXTR agonist | PHOSPHO1 inh | V1aR counter | GPR7 antag | IMP-1 inhibitor | VIM-2 inhibitor
CN(c1ccc(OCc2ccc([N+](=O)[O-])cc2)cc1)S(=O)(=O)c1ccccc1
  -3.3 | -2.4 | -13.1 | 10.2 | 17.4 | 5.6 | 18.2 | -1.8 | 1.2
CCN1C(=O)N(S(=O)(=O)C(F)(F)F)[C@@H](c2ccccc2)C(C(=O)OC)=C1C
  x | -12.4 | x | -2.6 | 17.7 | -0.3 | x | x | x

(listing goes on)
molecule	DNA FID counter	GalR3 antag	NS3 helicase inh	OXTR agonist	PHOSPHO1 inh	V1aR counter	GPR7 antag	IMP-1 inhibitor	VIM-2 inhibitor
O=c1c2c(ncn1CCO)nc1n2CCC1	0.2	-1.5	1.6	-0.4	1.1	0.7	-10.3	-3.5	-1.2
O=C(COC(=O)c1cc(NS(=O)(=O)c2cccs2)ccc1O)Nc1ccccc1	-4.1	-3.8	-1.8	5.3	29.7	5.9	-2.9	-3.1	-1.8
CN(C)CCNC(=O)c1cccc(NS(=O)(=O)c2ccc(Cl)c(Cl)c2)c1	11.6	-5.3	-25.7	0.4	-5.9	1.2	-6.2	-4.0	-5.5
CCN(CC1COc2ccccc2O1)S(=O)(=O)c1ccc(C)cc1 (stereo unspecified)	-13.9	-5.9	-7.0	-1.6	25.7	1.6	-1.7	-3.2	0.3
CCC(C(=O)NCC1CCCO1)N(C(=O)CNS(=O)(=O)c1ccccc1)c1ccc(F)cc1 (stereo unspecified)	-30.0	-5.9	-4.5	-0.2	15.1	-0.7	-10.7	-2.5	0.9
Cc1ccc(S(=O)(=O)NCCNC(=O)c2ccc(C)nc2)cc1	-5.5	-8.3	-2.4	0.8	44.9	0.4	-11.9	-2.2	-2.5
CCCCNC(=O)CSc1nnc(Cc2ccccc2)n1CC1CCCO1 (stereo unspecified)	-15.3	-1.9	-6.6	-0.6	32.8	0.1	-7.9	-3.4	-1.1
O=C1C=C(Nc2ccc(Cl)cc2)CC(c2ccccc2)C1 (stereo unspecified)	-10.8	-11.4	2.6	-1.1	-9.7	1.3	9.2	-2.5	-1.9
CC1=C(OC(=O)C(C)(C)C)C(C)(C)C(c2ccccc2)OC1=O (stereo unspecified)	-19.7	0.8	-0.9	-3.5	-7.5	-0.7	-1.1	-1.5	-0.4
Cc1cc(C)n2c(Nc3ccc4c(c3)OCCO4)c(-c3ccc(C)o3)nc2n1	-13.5	3.3	2.1	-1.6	-11.5	-1.2	-12.8	-4.0	-1.8

The list goes on.
molecule	DNA FID counter	GalR3 antag	NS3 helicase inh	OXTR agonist	PHOSPHO1 inh	V1aR counter	GPR7 antag	IMP-1 inhibitor	VIM-2 inhibitor
Cc1cccc(OCc2nnc(SCC(=O)N3CCCCC3)o2)c1	-29.6	-8.8	-15.0	1.5	44.9	2.1	-18.1	-0.5	-1.6
O=C(NCCSCc1ccc(Cl)cc1)c1cccs1	-8.6	-4.3	-25.6	-3.0	25.4	1.0	-16.8	-1.4	-1.6
COC(=O)c1nc2n(n1)C(c1cc(OC)ccc1OC)C(C(=O)OC1CCCCC1)=C(C)N2 (stereo unspecified)	-11.3	-2.8	-1.9	2.9	6.8	6.7	-0.3	-0.7	1.8
O=C(NCC(c1cccnc1)N1CCN(c2ccc(F)cc2)CC1)c1ccc2c(c1)OCO2 (stereo unspecified)	-20.5	-1.3	0.5	1.0	18.2	2.0	-1.6	-6.6	-3.0
CCS(=O)(=O)c1ccc2oc(Nc3ccc(OC)cc3)nc2c1	-11.4	7.3	3.7	-0.3	21.0	-0.9	1.3	-2.8	-3.5
CCn1nc(CCC(=O)O)c2ccccc2c1=O	4.6	-2.3	2.1	2.3	2.5	0.4	-8.6	3.8	1.2
Cc1ccccc1NC(=O)c1ccc(F)c(S(=O)(=O)N2CCCCC2)c1	-15.2	7.6	-4.4	-0.1	-3.7	1.5	4.9	-2.7	-1.9
CC(C)NC(=O)C1CCN(C2CCN(C(=O)c3ccc4cccc(F)c4n3)CC2)CC1	-3.5	-3.8	5.8	-0.4	15.0	0.6	-11.3	-1.9	-0.1
CC1(C)CC(=O)C2=C(C1)N(Cc1ccco1)C(=O)NC2(C(F)(F)F)C(F)(F)F	-4.8	-5.5	-4.2	-1.0	-3.9	-1.0	-6.3	-3.4	-3.8
COc1cccc(-n2c(SCC(N)=O)nc3c([nH]c4ccccc43)c2=O)c1	-14.8	-2.2	6.2	-1.5	-35.6	-0.6	-5.5	-4.2	-3.3

Later entries:
molecule	DNA FID counter	GalR3 antag	NS3 helicase inh	OXTR agonist	PHOSPHO1 inh	V1aR counter	GPR7 antag	IMP-1 inhibitor	VIM-2 inhibitor
Cc1ccccc1N1CCN(C2CCCN(C(=O)CCN3CCCCC3=O)C2)CC1 (stereo unspecified)	-22.4	-1.6	-1.5	-1.3	27.9	-0.5	3.2	-1.3	0.1
C=CCOc1ccc(CNc2nn[nH]n2)cc1	-3.3	1.9	9.2	0.2	1.8	0.2	-13.1	-2.9	-1.1
Cc1cccnc1NC(=O)c1ccc(S(=O)(=O)N2CC(C)OC(C)C2)cc1 (stereo unspecified)	-2.7	1.0	13.7	0.8	-31.5	-0.7	-11.4	-2.8	-2.0
CCCS(=O)(=O)c1nc(S(=O)(=O)c2ccc(C)cc2)c(N2CCC(O)CC2)s1	-30.5	-6.4	-3.9	1.9	36.8	3.8	-5.9	-1.2	1.4
Cn1c(=O)oc2cc(S(=O)(=O)NCCN3CCc4ccccc4C3)ccc21	2.4	3.8	7.9	0.8	9.8	1.1	-5.5	-2.7	0.1
O=C(Cn1cnc2c(oc3ccccc32)c1=O)NCCc1ccccc1	4.3	0.9	-3.4	1.0	x	1.1	-4.2	-1.3	-1.6
CCn1c(C)nnc1SCC(=O)Nc1nccs1	-4.6	-7.2	-2.5	0.8	40.5	0.7	-10.8	-0.8	0.3
COc1ccc(C(=O)COC(=O)c2cc(S(=O)(=O)NCc3ccccc3)ccc2O)cc1	-7.7	-6.2	12.5	-1.6	27.5	-0.9	-8.0	-0.4	-2.0
CS(=O)(=O)Nc1ccc(C(=O)NC2CCCCC2)cc1	-1.2	-2.2	-3.8	0.8	20.0	0.0	-20.0	-2.7	-1.4
